SKN-1 block: inhibitors of C. elegans SKN-1; C. elegans VP596 Pgst-4::GFP/RFP ratio, acrylamide-induced, 24 h; inhibition, % at 21.8 µM; actives 0.49% (n = 360,000); AID 624304;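 active = interference check ratio from 0.5 to 1.5 plus GFP to RFP signal ratio inhibition reaching or exceeding a fixed threshold, cut at about 30% in these data, passing the limit was not always enough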; also: some compounds called inactive have numbers as strong as hits
Tb MetRS inh: blocks T. brucei methionyl-tRNA synthetase activity | AID 624268 | inhibition, % at 11.9 µM | purified T. brucei MetRS, ATP depletion, Kinase-Glo luminescence | actives 0.4% (n = 360,000);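 active = inhibition above a per-plate cutoff of the control wells' mean inhibition plus 3 SD, cut at about 5.5% in these data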;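 also: 0% = DMSO wells median and 100% = median of wells with control inhibitor compound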
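Dosing: 11.9 µM compound single dose, 0.9% DMSO; Assay system: purified T. brucei MetRS enzyme; Measured by: Kinase-Glo luciferase luminescence reporting remaining unconsumed ATP; Schedule: 15 min plus 2 h at 25 °C.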
E coli Lon inh: inhibits E. coli Lon protease; purified E. coli Lon protease, fluorescence polarization; inhibition, % at 7.94 µM; actives 0.42% (n = 360,000); AID 602123; in the data active = inhibition above about 13%, passing the limit was not always enough;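 also: 0% = enzyme with probe and DMSO and 100% = no enzyme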
MLLE-PAM2 inh: inhibitors of microRNA-mediated deadenylation, human PABP1 MLLE binding | actives 0.36% (n = 360,000) | inhibition, % at 20 µM | AID 588489 | GST-MLLE / FITC-PAM2 fluorescence polarization | P11940; in the data active = inhibition above about 35%, passing the limit was not always enough;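 also: plate controls were DMSO wells with GST-MLLE for no effect and wells lacking GST-MLLE protein for full effect; some results filed as inactive read as strong as hits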
Target sequence (P11940 whole entry, looked up): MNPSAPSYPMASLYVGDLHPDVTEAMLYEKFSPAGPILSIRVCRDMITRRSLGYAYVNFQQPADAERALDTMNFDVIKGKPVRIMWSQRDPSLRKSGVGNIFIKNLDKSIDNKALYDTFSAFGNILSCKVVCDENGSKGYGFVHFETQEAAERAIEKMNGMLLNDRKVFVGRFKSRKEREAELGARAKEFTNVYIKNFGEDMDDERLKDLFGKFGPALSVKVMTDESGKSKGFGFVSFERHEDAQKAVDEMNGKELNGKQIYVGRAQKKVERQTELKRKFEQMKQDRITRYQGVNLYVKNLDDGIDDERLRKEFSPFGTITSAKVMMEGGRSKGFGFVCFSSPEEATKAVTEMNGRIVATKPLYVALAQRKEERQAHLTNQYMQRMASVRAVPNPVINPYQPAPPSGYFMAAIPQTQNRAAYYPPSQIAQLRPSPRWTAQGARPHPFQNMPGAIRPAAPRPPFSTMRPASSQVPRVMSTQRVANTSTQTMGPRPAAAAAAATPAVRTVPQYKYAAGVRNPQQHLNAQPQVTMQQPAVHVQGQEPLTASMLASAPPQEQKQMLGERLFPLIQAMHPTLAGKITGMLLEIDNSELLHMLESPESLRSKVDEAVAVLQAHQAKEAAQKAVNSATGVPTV
MsrA inh: inhibits bovine methionine sulfoxide reductase A | purified bovine MsrA, absorbance read-out | inhibition, % at 15.5 µM | actives 0.75% (n = 360,000); in the data active = inhibition above about 4.5%;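 also: 0% = vehicle wells with enzyme and 100% = reference inhibitor wells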
bovine MsrA act: activators of bovine methionine sulfoxide reductase A; purified bovine MsrA, absorbance read-out; activation, % at 10.6 µM; actives 0.3% (n = 360,000); in the data active = activation above about 7.5%;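 also: 0% = vehicle and 100% = reference activator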
NRP1-CendR mod: NRP-1/CendR interaction modulation. O14786. FAM-RPARPAR peptide binding to NRP-1, fluorescence polarization. inhibition, % at 25 µM. actives 0.85% (n = 360,000). AID 602438;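 active = inhibition or corrected inhibition above about 18%, plus a signal ratio from 0.5 to 1.5, limit read from the data, passing the limit was not always enough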; also: strong numbers were not always called active
MT1-MMP act inh: MT1-MMP (human) activation inhibition; P50281; HT1080 RFP-PRO-GFP cells, GFP/RFP ratio fluorescence, overnight; percent of plate control window, DMSO zero; GFP/RFP ratio change, % at 20 µM; actives 0.061% (n = 360,000);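 active = GFP/RFP ratio change of at least 30% with cell ATP level not reduced by more than half and red fluorescence within 50% of control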; also: strong numbers were not always called active
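Read-out: GFP/RFP fluorescence ratio; Test system: RFP-PRO-GFP reporter HT1080 cells; Compound dosing: single-point 20 µM compound, 1% DMSO; Times: overnight compound exposure at 37 °C.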
FAS-TE inh: FAS thioesterase (human) inhibition; recombinant FAS-TE, OMFH fluorogenic substrate, fluorescence endpoint; inhibition, % at 15 µM; actives 0.67% (n = 360,000); AID 602261;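 active = compounds whose normalised, plate-corrected inhibition of enzyme fluorescence in the single-dose primary screen is 50% or more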;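 also: 0% = DMSO with enzyme and 100% = substrate without enzyme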
Starred values were filed as active, the others as inactive; . = not tested or not shown.

no.	SMILES	SKN-1 block	Tb MetRS inh	E coli Lon inh	MLLE-PAM2 inh	MsrA inh	bovine MsrA act	NRP1-CendR mod	MT1-MMP act inh	FAS-TE inh
1	O=C(/C(=C/O)N=Nc1ccc(Cl)cc1)c1ccncc1	4	-0.8	14	21	1.4	-8	-4	3	7
2	O=C(Nc1ccccc1F)c1ccc(C(=O)c2ccccc2)cc1	13	-0.4	3	-1	-0.7	-1	6	0	8
3	Cc1ccc(C)c(N2CCN(c3ccc4cc(S(=O)(=O)N5CCCCC5)ccc4n3)CC2)c1	-2	-0.1	-2	-5	-0.1	-10	3	7	25
4	COc1cccc(N2CCN(C(=O)c3cc4ccc(OC)cc4[nH]3)CC2)c1	10	1.5	-14	-4	3.5	0	-2	1	9
5	C/C(=N\NS(=O)(=O)c1ccc(Br)cc1)c1ccc(-n2ccnc2)cc1	5	0.0	-6	0	1.1	2	0	0	-1
6	CS(=O)(=O)c1ccc2nc(NC(=O)C3CCCO3)sc2c1 (centres undefined)	1	-0.2	-3	18	-0.1	-5	4	-1	-3
7	CCOc1ccccc1C(=O)NCC(=O)NCCCSc1ccccc1	13	-0.1	-9	2	-0.9	-1	-3	-1	-1
8	O=C(Nc1nnc(Cc2ccc([N+](=O)[O-])cc2)s1)Nc1ccccc1F	11	0.5	3	-13	-0.2	0	-2	0	0

The final two compounds of the section above come first, to join the parts:
no.	SMILES	SKN-1 block	Tb MetRS inh	E coli Lon inh	MLLE-PAM2 inh	MsrA inh	bovine MsrA act	NRP1-CendR mod	MT1-MMP act inh	FAS-TE inh
7	CCOc1ccccc1C(=O)NCC(=O)NCCCSc1ccccc1	13	-0.1	-9	2	-0.9	-1	-3	-1	-1
8	O=C(Nc1nnc(Cc2ccc([N+](=O)[O-])cc2)s1)Nc1ccccc1F	11	0.5	3	-13	-0.2	0	-2	0	0
9	O=c1nc(Nc2ccc(Br)cc2)sc2ccc([N+](=O)[O-])cc12	6	-0.5	4	-18	1.3	0	-6	3	7
10	CCC(C)(C)NC(=O)Cc1ccc(OC)c(OC)c1	30	-0.8	-9	5	-1.4	3	-2	2	-4
11	O=C(CSc1nc2ccccc2[nH]1)N1CCN(c2ccccc2)CC1	9	3.9	5	-7	0.7	1	-7	9	-6
12	COCCNC(=S)N1CCN(c2nc(-c3ccccc3)cs2)CC1	-13	0.3	-5	-123	-0.4	-1	7	3	36
13	Cc1ccc(-n2nnnc2SCC(=O)NCC2(N3CCOCC3)CCCCC2)c(C)c1	4	-0.4	-4	-9	0.6	-2	3	0	2
14	COc1ccc(CCNC(=O)CSc2nccc(=O)[nH]2)cc1OC	-2	-0.9	5	13	0.2	-8	2	-8	-5
15	O=C(CNC(=O)c1ccco1)OCc1ccc(C(=O)c2ccccc2)cc1	-7	-0.3	-10	-8	-0.8	-2	-8	-6	0
16	COc1ccc(-c2[nH]ncc2/C=N\NC(=O)c2ccc(C(C)(C)C)cc2)cc1OC	9	-0.3	-13	6	-0.5	-1	9	3	-2
17	O=C(CSC1=Nc2ccccc2C2CC=NN12)Nc1ccc(F)c(F)c1F (centres undefined)	3	-0.4	-14	21	0.1	-9	-3	-2	3
18	COc1cc(OC)cc(-c2c(Sc3ccccc3)c3cc(-c4ccc(OC)c(OC)c4)ccc3n2C)c1	14	-0.1	-13	.	0.7	-4	6	-2	27
19	O=S(=O)(CCc1ccccc1)N1CCOCC1	5	-0.8	-3	-1	0.1	-8	9	1	-8
20	O=C(NO)c1ccc(C(=O)N(C2CCCCC2)C2CCCCC2)cc1	14	-0.8	7	2	0.3	2	11	-1	-20
21	O=C(N/N=C/c1c(Cl)[nH]c2ccccc12)c1sc2ccccc2c1Cl	-2	-0.4	-10	-8	2.3	-4	-4	-5	30
22	Cc1ccc(O)c(NC(=O)c2cc3nc4c(c(C(F)(F)F)n3n2)CCc2ccccc2-4)c1	-1	-0.3	8	-5	0.2	2	2	11	-2
23	CC(C)CCNC(=O)Cn1c(=O)oc2cc(S(=O)(=O)N3CCc4ccccc43)ccc21	0	0.3	1	-12	0.7	1	14	-2	6
24	Cc1ccc(-n2c(CCC(=O)O)ccc2-c2cccs2)cc1	3	-0.1	-28	2	1.8	-1	-15	-3	-2
25	Cc1nn2c(CN(C(=O)CN3CCOCC3)c3ccccc3)nnc2c2ccccc12	0	-0.1	-16	6	0.2	-4	3	-3	-2
26	Clc1ccc(-c2nnc(-c3ccccc3)c(-c3ccccc3)n2)cc1	9	-0.7	2	4	1.2	-4	-2	-3	26
27	CN(C(=O)COC(=O)Cc1c[nH]c2ccccc12)c1c(N)n(Cc2ccccc2)c(=O)[nH]c1=O	13	-0.1	-2	-5	1.5	-2	-2	-3	-6
28	Cc1ccc(S(=O)(=O)N(C)/N=C2/C(=O)N(CC(=O)O)c3ccccc32)cc1	2	-0.1	4	16	0.6	-2	4	1	0
29	CC1(C(=O)NCC2CC2)Cc2c(-c3cccc(C(F)(F)F)c3)ccnc2O1 (centres undefined)	13	-0.3	3	-4	-0.6	-3	35*	-11	3
30	CCOc1ccc(CCN2C(=O)C3C4C=CC(C4)C3C2=O)cc1OCC (centres undefined)	17	2.0	3	-9	-0.9	-11	-28	-2	-6
31	Cn1nnc2ccccc2c1=O	10	0.2	3	-5	0.2	-9	-2	0	-2
32	Cc1cc2n(n1)SC(Nc1ccc(F)c(Cl)c1)N2 (centres undefined)	0	-0.4	-5	4	-1.4	0	0	-4	-1
33	O=C(CCSc1ccccc1)Nc1nnc(-c2ccccc2)o1	1	0.4	-7	16	0.7	0	5	3	3
34	COc1ccc2c(c1)CCc1c(C(=O)N3CC4(C)CC3CC(C)(C)C4)noc1-2 (centres undefined)	24	0.4	5	-9	0.1	2	-4	-8	30
35	CC(C)(C)NC(=O)CSc1nc(O)cc(=O)n1-c1ccccc1	3	-0.4	4	16	-0.7	-6	2	-2	-4
36	O=C(O)CCNS(=O)(=O)c1ccc2c(c1)Cc1ccccc1-2	25	-1.1	-4	-6	1.5	-8	-10	-1	-6
37	CC(C)(C)NC(=O)C(C1CC1)n1c(=O)c(-c2ccccc2)nc2ccccc21 (centres undefined)	2	-0.8	.	.	4.0	.	10	-7	.
38	O=c1c2ccccc2oc2cc(-c3ccc4cc[nH]c4c3)ccc12	19	-0.5	-10	-15	-1.0	-7	-14	3	-5
39	CC(C)C(NC(=O)OCc1ccccc1)C(=O)OCC(=O)NC1CC1 (centres undefined)	-1	0.5	-6	-4	-0.1	-4	-5	0	-8
40	CCN(CC(=O)Nc1ccc(NC(C)=O)cc1)C(=O)c1ccc(COc2ccccc2)o1	2	-0.3	6	4	0.2	-2	-4	3	-3
41	CCc1ccc(C(=O)Nc2nnn(CC)n2)cc1	-19	0.3	5	9	.	-3	-1	-6	-9
42	Cc1cnc(C(=O)OCC(=O)Nc2sc3c(c2C#N)CCC3)cn1	-2	-0.4	-5	7	0.2	-2	38*	2	-8
43	COC(=O)c1c(C(=O)OC)c2ccccn2c1C(=O)c1ccccc1	32	0.1	-5	-8	0.8	-2	1	2	8
44	O=C(Nc1cccc(S(=O)(=O)N2CCOCC2)c1)c1ccc2c(=O)n3c(nc2c1)CCCCC3	-2	-0.2	-3	-8	1.1	1	10	5	12
45	COc1ccc(-n2c(COc3ccc(Cl)cc3Cl)n[nH]c2=S)cc1	10	0.2	0	-57	0.7	3	3	7	0
46	O=C(O)COc1ccc(F)cc1Br	-9	-0.3	-3	-16	2.7	-3	-18	0	-4
47	CC(=O)Nc1ccc(C(=O)CSc2nnc3scc(-c4ccccc4)n23)cc1	-3	-0.3	-1	18	0.3	-4	-1	0	-6
48	CCOc1cc(/C=C/c2cc(C(F)(F)F)[nH]c(=O)n2)ccc1O	10	0.3	-2	-47	2.7	-5	-32	-11	-4
49	O=C(NC(=Nc1ccccc1)N1CCOCC1)Nc1ccccc1	1	1.2	-10	-6	1.5	-1	-6	0	-4
50	O=C(CNCc1ccc(Cl)cc1)Nc1cccc(C(=O)O)c1	0	-1.1	0	-3	0.5	-5	-1	4	-4
51	O=C(CNC(=O)c1ccccc1)OCc1ccc([N+](=O)[O-])cc1	-7	-0.8	-2	-3	-0.3	-12	7	3	14
52	Cc1ccc(N(CCC(=O)NC(C)(C)C)S(=O)(=O)c2ccc(C)cc2)cc1	-6	-0.7	-3	2	0.2	-3	1	-1	0
53	COc1ccc(C(O)c2nc(-c3ccc(F)c(Cl)c3)cs2)cc1 (centres undefined)	9	-0.3	-9	4	0.3	-5	8	2	26
54	Cc1ccc(-c2ocnc2C(=O)Nc2ccccc2C(=O)N2CCCC2)cc1	-5	0.3	5	-7	0.7	-4	12	2	12
55	CCCCCCCCN1[C@@H](CC(=O)O)c2cc(F)ccc2S1(=O)=O	-1	0.1	-5	8	-0.4	7	16	3	11
56	C[C@H]1[C@H](c2ccccc2)C[C@@H](C(=O)O)C1(C)C	18	-0.2	2	-3	-0.6	1	-7	3	-15
57	CCNC(=S)NNC(=O)c1cc(-c2ccccc2C)nc2ccccc12	18	0.0	7	11	.	-2	-19	8	-1
58	Nc1nc(N)nc(-c2cc(F)ccc2O)n1	-18	-0.6	4	6	1.1	-11	2	-6	-9
59	COc1ccc(-c2nn(CCC#N)cc2/C=N/O)cc1	8	-0.1	0	0	-0.7	-3	10	-1	-3
60	Cc1cnc(CNC(=O)c2ccc3oc(C(C)C)nc3c2)[nH]1	-11	-0.7	-6	-8	-0.6	-12	-3	-2	-6
61	COc1cc(OC)c(C(=O)c2ccccc2[N+](=O)[O-])c(OC)c1	17	-0.2	-2	-10	-0.2	3	2	1	-4
62	CCOc1ncccc1C(=O)Nc1cccc(-c2nc3cccnc3s2)c1	0	-1.4	1	4	1.3	-13	-8	3	18
63	O=C(Cn1cc(C(=O)COc2ccccc2)c2ccccc21)NCc1ccco1	9	-0.7	-29	-41	1.3	5	-91	-2	-13
64	Cc1ccc(OCCC(=O)Nc2cc(S(=O)(=O)N3CCOCC3)ccc2N2CCCC2)cc1	12	0.2	-14	-3	0.6	0	0	-1	8

The list continues.
no.	SMILES	SKN-1 block	Tb MetRS inh	E coli Lon inh	MLLE-PAM2 inh	MsrA inh	bovine MsrA act	NRP1-CendR mod	MT1-MMP act inh	FAS-TE inh
65	COc1ccc(C2Nc3ccccc3C(=O)N2NS(C)(=O)=O)cc1 (centres undefined)	8	0.3	-2	5	0.9	-3	17	11	-6
66	CCCC(=O)Nc1cc(C(F)(F)F)ccc1N1CCOCC1	0	0.4	-5	2	-0.6	-4	-9	3	-3
67	COc1ccc(CCNC(=O)C2CCCN(S(C)(=O)=O)C2)cc1 (centres undefined)	1	-0.5	11	5	-0.1	1	-10	-4	-6
68	Cc1ccc(CSc2n[nH]c(N)n2)cc1	-4	0.0	1	-7	-0.7	-2	-1	4	-9
69	Cc1ccc(/C=N/NC(=O)C(=O)N/N=C/c2ccc(C)o2)o1	-9	-1.5	-3	3	2.2	-8	-3	-1	-4
70	C/C(=N\NC(=O)CN(c1ccccc1Br)S(C)(=O)=O)c1ccc2c(c1)OCCO2	9	-0.1	-5	8	1.7	-1	8	-1	21
71	CC(C)NC(=NCc1ccc(Cl)cc1Cl)Nc1ccccc1	-2	-0.9	-9	-4	0.0	-1	7	.	-3
72	O=C(NCCCN1CCCCC1)C1CCC(CNS(=O)(=O)c2cccc3nsnc23)CC1 (centres undefined)	1	0.2	0	-2	2.0	-3	1	0	-8
73	CCOC(=O)c1nnn(-c2nonc2-n2cccc2)c1CN1CCC(C(=O)OCC)CC1	0	0.2	0	-10	0.7	0	5	-2	18
74	Cc1cc(Br)c2nc(-c3ccccc3)c(Cc3cccc(Cl)c3)n2c1	23	-0.4	-9	.	0.9	-3	-32	2	27

Screens deposited in PubChem by several laboratories.
